# MsrA inh = bovine MsrA inhibition; purified bovine MsrA, absorbance read-out; inhibition, % at 15.5 µM; 360,000 tested, 0.75% active; AID 651718; in the data active = inhibition above about 4.5%;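 note: 0% = vehicle wells with enzyme and 100% = reference inhibitor wells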
# An asterisk follows results filed as active.
SMILES,MsrA inh
O=S1(=O)c2ccc(Br)cc2OC2CCCN1C2 (stereo not given),-0.8
COC(=O)C1=C(C(=O)OC)[C@@H]2Nc3ccccc3[C@@]23C[C@@H](C(=O)OC)N(C(=O)NC2CCCCC2)C3=N1,1.1
CCCOc1ccc(/C(O)=C2/C(=O)C(=O)N(CCOC)C2c2cccnc2)cc1 (stereo not given),-0.6
COCc1cc(C)nc(OCC(=O)N/N=C/c2ccc(-c3cccc([N+](=O)[O-])c3)o2)c1C#N,1.9
O=C(N[C@H](Cc1ccccc1)C(=O)N1CCN(C(=O)N2CCOCC2)CC1)[C@H]1O[C@@H](n2ccc(=O)[nH]c2=O)[C@H](O)[C@@H]1O,-0.2
COC(=O)c1ccc(C23CC4(C2)[C@H](CN(Cc2ccc(-c5ccccc5)cc2)[C@@H]4c2ccccc2)C3c2ccc(Cl)nc2)cc1 (stereo not given in full),0.8
O=C(Cc1ccc(NC(=O)C2CCCN(C(=O)c3ccccc3)C2)cc1)Nc1cccc(C(=O)N2CCCC2)c1 (stereo not given),0.6
CC(=O)c1ccc(S(=O)(=O)NCC2CCN(C(=O)C(=O)c3cc4ccccc4o3)CC2)cc1,1.5
COC(=O)c1cc2c(c3c4cc(F)ccc4n(S(=O)(=O)c4cccc(C)c4)c13)C(=O)N(Cc1ccc(N(C)C)cc1)C2,1.4
COC(=O)[C@]12C[C@H](CC(=O)N3CCSCC3)C(=O)N(CCC3=CCCCC3)C1=C[C@H](COCc1ccccc1)O[C@@H]2C,-0.6
CCOC(=O)/C=c1\s/c(=C\c2sccc2C)c(=O)n1CC(=O)NCc1ccc(C)cc1,1.0
COc1ccc(Cn2cc(CN3[C@@H](c4ccccc4)COc4cc(Br)ccc4S3(=O)=O)nn2)cc1,0.3
O=C(NCc1ccccc1)[C@H]1CCCN1C(=O)[C@H]1CCCN1C(=O)c1ccccc1C(F)(F)F,0.2
C[C@@H]1ON(C)[C@H]2C[C@H]3c4[nH]c5c(-c6ccc(Cl)cc6)cccc5c4CCN3C(=O)[C@@H]12,-0.2
C[C@@H]1ON(C)[C@H]2C[C@H]3c4[nH]c5cccc(-c6cccc(F)c6)c5c4CCN3C(=O)[C@@H]12,0.0
O=C1Nc2cnc(Cl)nc2Nc2ccc(Cl)cc21,0.5
COC(=O)[C@]1(Cc2ccccc2)NC=C(C(=O)c2ccc(F)cc2)[C@@H]1c1ccccc1,1.5
Cc1ccc(NCN2C(=O)c3ccccc3C2=O)c(C)n1,0.6
O=C(/C=C(\Nc1ccccc1)c1ccccc1)c1ccccc1,1.0
Cn1c(N)c(C(=O)Nc2ccccc2)c(=O)[nH]c1=O,-0.3
COC(=O)C1=C(C)N(C)C(=NCC2CC2)NC1c1cccc(Cl)c1 (stereo not given),1.1
CC(=O)c1ccc(NC(=O)C(C)Sc2nnc(C3CCCCC3)o2)cc1 (stereo not given),0.5
C#CCN(Cc1cccc(F)c1)C(=O)c1nnc2c3cc(F)ccc3n(S(=O)(=O)c3ccc(OC)cc3)c2n1,-0.6
COC(=O)[C@]12C[C@H](CC(=O)NCc3cccc4ccccc34)C(=O)N(Cc3ccccc3)C1=C[C@H](C(C)(C)C)O[C@@H]2C,0.2
CCCCCc1nc2c(c3c1CCCC3)CCCC2,2.4
COC(=O)N1C[C@H](OCc2ccccc2)[C@H]2C[C@@H]1c1ccccc1O2,0.7
CC1=CC(O)(c2ccccn2)P(=O)(c2ccccc2)C=C1C (stereo not given),0.7
Cc1cc(NC(=O)CN2CCOCC2)n(-c2nc3ccccc3s2)n1,-0.2
COC(=O)[C@]12C[C@H](CC(=O)N3CCOCC3)C(=O)N(CCC3=CCCCC3)C1=C[C@H](C(C)(C)C)O[C@@H]2C,-0.4
Nc1ccn([C@@H]2O[C@H](C(=O)N3CCN(CCO)CC3)[C@@H](O)[C@H]2O)c(=O)n1,0.5
C#CCOCCOCCOCCNc1nc(N2CCN(C(=O)C([C@@H](C)CC)n3cc(C(N)COC(=O)C(F)(F)F)nn3)CC2)nc(N2CCN(C(=O)[C@H](Cc3ccc(O)cc3)n3cc(C(N)[C@H](C)CC)nn3)CC2)n1 (stereo not given in full),-1.7
Cc1cccc(NC(=O)CSc2nnc(NC(=O)c3ccc(S(=O)(=O)N4CCOCC4)cc3)s2)c1C,-0.6
CCCCCCCCN1C(=O)[C@@H](CC(=O)NCCc2ccccc2OC)C[C@@]2(C(=O)OC)C1=C[C@H](C1CCCC1)O[C@@H]2C,0.2
CCCCCCCN(c1ccccc1)C1C[C@H]2CCCC(=O)N3CC[C@@H](C1)[C@@H]23 (stereo not given in full),-0.5
CC1=N/C(=C\c2ccc([N+](=O)[O-])cc2)C(=O)N1c1ccc(C)c(Cl)c1,1.0
Nc1c(S(=O)(=O)c2cccs2)c2nc3ccccc3nc2n1CCc1ccccc1,1.1
CC(C)=CCC/C(C)=C/CN1C(=O)N(c2ccc(F)cc2)[C@H]2C[C@@H](c3ccccc3)[C@@H](C)[C@@H](C(=O)N3CCOCC3)C[C@H]21,0.6
COC(=O)[C@@]1(Cc2ccc(F)cc2)[C@H]2c3cc(C(=O)N4CCCC4)n(Cc4ccc(C(F)(F)F)nc4)c3C[C@H]2CN1C(=O)c1ccccc1,-0.3
CCN1C(=O)N(C(C)=O)[C@@H]2C[C@H](C(=O)N3CCCC3)[C@H](C)[C@H](c3ccccc3)C[C@@H]21,0.1
CCCCOCCCNC(=O)C[C@H]1C[C@@]2(C(=O)OC)C(=C[C@H](C(C)C)O[C@@H]2C2CC2)N(Cc2ccccc2)C1=O,0.9
Cc1nn(-c2ccccc2)c(C)c1-c1cc(C(=O)N/N=C/c2cccnc2)[nH]n1,1.2
COc1ccc(-n2cc(CNCCc3cscn3)c(-c3ccccc3Cl)n2)cc1,-1.7
Cc1cc(C)cc(Cn2ncc(Cl)c(Cl)c2=O)c1,-1.1
COC(=O)c1cc2c(c3c4ccccc4n(S(=O)(=O)c4ccccc4)c13)C(=O)N(Cc1ccc(N(C)C)cc1)C2,1.2
Nc1nc2c(ncn2[C@@H]2O[C@H](C(=O)N[C@H](Cc3ccccc3)C(=O)NCc3ccc4c(c3)OCO4)[C@@H](O)[C@H]2O)c(=O)[nH]1,1.4
COC(=O)c1cc2c(c3c4cc(F)ccc4n(S(=O)(=O)c4cccc(C)c4)c13)C(=O)N(c1ccc(OC)cc1)C2,0.9
O=C(NN=Cc1ccco1)C(=O)Nc1ccc(Cl)c([N+](=O)[O-])c1,-0.7
COC(=O)[C@]12C[C@H](CC(=O)NCc3cccs3)C(=O)N(CCc3ccc(OC)c(OC)c3)C1=C[C@H](C(C)(C)C)O[C@@H]2C,-0.4
CCCCN1CC(COCc2ccccc2)Oc2cccc(Oc3ccc(F)cc3OC)c2S1(=O)=O (stereo not given),0.8
c1ccc(Cc2cnc(N3CCN(Cc4cccc(-c5ccsc5)n4)CC3)nc2)cc1,-0.6
CS(=O)(=O)c1ccc(OCCCN2CCC(C(O)(c3ccccc3)c3ccccc3)CC2)cc1,1.4
O=C(Cn1nnc(N2CCOCC2)n1)NN=Cc1ccccc1Cl,-0.1
COc1ccc(Nc2nc(Cl)nc(N3CCN(c4ccc(OC)cc4)CC3)n2)cc1,0.2
COCc1cc(N2CCN(C(=O)OC(C)(C)C)C[C@H]2C)ccc1Br,0.9
Cc1nc2c(c(=O)c3ccccc3n2C)c(=O)n1C1CCCC1,0.3
Cc1noc(C)c1S(=O)(=O)N1CCCc2nc(-c3ccccc3)ccc21,-0.1
COc1cc(C2NCCc3c2[nH]c2ccccc32)ccc1OC(C)C (stereo not given),1.2
Cc1nc(SCC(=O)c2cc3ccccc3oc2=O)c(C#N)c(C)c1C(=O)Nc1ccccc1,-0.2
C[C@@H]1CCCCO[C@@H](CN(C)Cc2ccc(C(=O)O)cc2)[C@@H](C)CN([C@H](C)CO)C(=O)c2cc(NS(C)(=O)=O)ccc2O1,2.6
Cc1ccc(N2C(=O)c3cccc4c(C(=O)O)ccc(c34)C2=O)cc1,1.9
# More results.
SMILES,MsrA inh
Cc1ccc(C)c(-n2nnnc2SCC(=O)c2c(N)n(C)c(=O)n(C)c2=O)c1,-1.0
COC(=O)[C@]12C[C@H](CC(=O)NCCCN3CCCC3=O)C(=O)N(Cc3ccccc3)C1=C[C@H](C(C)(C)C)O[C@@H]2C,0.2
Cc1ccc(NC(=O)N(Cc2ccco2)Cc2cc3cc(C)cc(C)c3nc2Cl)cc1,0.8
CCNC(=O)N(C)[C@H]1C[C@@H](c2ccccc2)N(C(C)=O)C[C@H]1CO,0.3
COCc1[nH]nc2c1C(c1ccc(C)cc1)N(Cc1ccccc1)C2=O (stereo not given),0.5
CC(=O)N(Cc1ccccc1)c1nccs1,-0.3
Cc1ccc(-n2c(SCC(=O)Nc3cccc(C)c3)nc3c(oc4ccccc43)c2=O)cc1,-0.4
Nc1[nH]c(C(=O)c2ccc(Br)cc2)c(-c2c(F)cccc2F)c1C(=O)NCCc1c[nH]c2ccccc12,-0.1
COC(=O)c1cc2c(c3c4cc(F)ccc4n(S(=O)(=O)c4ccc(OC)cc4)c13)C(=O)N(Cc1ccccc1OC)C2,0.6
C[C@H]1[C@@H](c2ccccc2)Oc2c(Cl)cccc2S(=O)(=O)N1C,0.1
O=C(NNc1nc(N2CCOCC2)nc(N2CCOCC2)n1)Nc1ccc(Cl)cc1,1.7
COc1ccc(C2CC(=O)C(c3ccc([N+](=O)[O-])cc3)=CN2Cc2ccccc2)cc1 (stereo not given),4.4
COc1ccc(-c2cc(C(F)(F)F)n3nc(C(=O)NCCCN4CCOCC4)cc3n2)cc1,0.6
O=C(O)Cn1cnc2c(NCc3ccccc3)ncnc21,0.4
CCc1cc2c(nc1CC)CCCN2Cc1ccccc1C(F)(F)F,0.8
Cc1nc(NS(=O)(=O)c2ccccc2C)c2c3c(sc2n1)CCC3,-0.1
O=C(C(=O)N1CCN(S(=O)(=O)c2cccc(C(F)(F)F)c2)CC1)c1cccc(C(F)(F)F)c1,0.7
CC(C)(C)OC(=O)N1CCC[C@@H]1C(=O)NCc1ccccc1,0.4
Cc1ccc(Cc2c(-c3cccc(Br)c3)nc3ccc(C)cn23)cc1,-0.1
O=c1nc(SCc2c(F)cccc2Cl)nc(-c2ccccc2)[nH]1,0.1
COc1cccc(CNC(=O)[C@H]2CCCN2C(=O)[C@H]2CCCN2C(=O)N2CCOCC2)c1,-1.0
COc1ccc(S(=O)(=O)NC(N)=NCCc2ccc(OC)c(OC)c2)cc1,-1.1
COC(=O)[C@]12C[C@H](CC(=O)N3CCN(C(=O)C4CC4)CC3)C(=O)N(Cc3ccc4c(c3)OCO4)C1=C[C@H](COCc1ccccc1)O[C@@H]2C,0.2
C#CCNC(=O)C[C@H]1C[C@@]2(C(=O)OC)C(=C[C@H](C(C)(C)C)O[C@@H]2C)N(CCCCCCCC)C1=O,0.7
Cc1ccc(/C=N/NC(=O)c2c(C)nc3ccc(Cl)cn23)cc1,0.9
O=c1c2ccccc2c(C=Nc2ccc(S(=O)(=O)Nc3ncccn3)cc2)c(O)n1-c1cccc(Cl)c1,0.1
C=CCN1[C@@H](C)[C@@H](c2ccccc2)Oc2c(Cl)cccc2S1(=O)=O,-1.4
O=C1NC(c2ccc(Br)cc2)c2c(-c3ccccc3)n[nH]c21 (stereo not given),0.0
CN(c1cccnc1)c1ccc(NC(=O)Cc2c[nH]c3ccccc23)cc1-c1ccc(F)c(F)c1,0.5
COc1ccccc1CNC(=O)c1cccc(-c2ccc(C)c3ccccc23)n1,-0.4
O=C(NS(=O)(=O)c1cccs1)[C@H]1O[C@@H](n2ccc(=O)[nH]c2=O)[C@H](O)[C@@H]1O,-0.7
COc1cc(/C=C(/C#N)c2nc(-c3cc4ccccc4oc3=O)cs2)cc([N+](=O)[O-])c1O,0.0
CC(=O)NC(Cc1ccccc1C)C(=O)NC1CCN(c2ncccc2[N+](=O)[O-])CC1 (stereo not given),-1.3
CC1CCN(C(=O)c2ncn3c2C(=O)NC[C@@H]3C)CC1,-0.1
Cc1[nH]c2ccccc2c1CC(=O)Nc1ccc(Nc2ccncc2)cc1,0.7
C[C@@H]1CN([C@H](C)CO)C(=O)CCCn2cc(nn2)CO[C@H]1CN(C)S(=O)(=O)c1ccc(Cl)cc1,0.2
O=C(Nc1ccc(F)cc1)OC[C@@H]1CSCCS(=O)(=O)N1,1.0
CCOC(=O)N1CCN(C(=O)C[C@H]2C[C@@]3(C(=O)OC)C(=C[C@H](C(C)(C)C)O[C@@H]3C)N(Cc3ccc4c(c3)OCO4)C2=O)CC1,0.0
CCn1c(SCC(=O)N/N=C/C=C/c2ccccc2[N+](=O)[O-])nnc1-c1ccc(Cl)cc1,0.4
CCc1cc(C(=O)NC2CCCc3c2cnn3-c2cccc(C)c2C)n(C)n1 (stereo not given),-1.2
CC(C)C[C@H](NC(=O)c1nc[nH]c1C(=O)N[C@@H](CC(C)C)C(=O)OC(C)(C)C)C(=O)OCc1ccccc1,0.2
CS(=O)(=O)c1cccc(OCCCN2CCC(C(O)(c3ccccc3)c3ccccc3)CC2)c1,-0.6
CC(=O)OCC(COC(C)=O)(CN1C(=O)c2ccccc2C1=O)CN1C(=O)c2ccccc2C1=O,0.7
C=CCN(CC=C)C[C@@H]1CSCCS(=O)(=O)N1,-1.5

# High-throughput results as filed in PubChem.

# These rows are one share of the data. The share of hits here may be higher or lower than overall.
